mHTT-CaM PPI inh = inhibitors of human mutant huntingtin-calmodulin interaction; AlphaScreen His-mHTT/GST-CaM binding, luminescence; 190,000 tested, 3.6% active; inhibition, % at 15 µM; P42858; AID 1671202;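 note: 0% = both proteins with DMSO and 100% = one protein alone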
Pf apPOL inh = Pf-apPOL DNA polymerase inhibition | Recombinant Pf-apPOL, molecular beacon fluorescence, 1.5 h | inhibition, % at 10 µM | 210,000 tested, 0.25% active | AID 1794808
Starred values were filed as active, the others as inactive; i = inactive; . = no result given; & = joins results of further samples. Cut-off read from the data, not from the text of the source: active = inhibition above about 50%; inactive = the rest.

SMILES	mHTT-CaM PPI inh	Pf apPOL inh
O=C1C2C3C=CC(CC3)C2C(=O)N1c1ccc(Cl)c(C(F)(F)F)c1 (stereo not given)	3.0	-0.2
CC1(C(N)=O)CCC(C(=O)O)C1(C)C (stereo not given)	-3.7	-4.5
COc1ccc(CNC(=O)N2CC3CC2CC3NC(=O)c2ccccc2)cc1 (stereo not given)	1.7	-3.2
CC(O)CNc1ncnc(N)c1[N+](=O)[O-] (stereo not given)	-2.2	-4.8
Cn1c2ccccc2c2c(C(=O)NCc3ccccn3)cn(C3CCCC3)c(=O)c21	19.0	-2.2
Fc1ccc(-c2nc(-c3ccc4nncn4c3)no2)cc1	-1.4	2.0
CN(C)S(=O)(=O)c1ccc(-c2nnc(NC(=O)COc3ccc(F)cc3)o2)cc1	-7.1	1.8
COc1cc(N2C=C(C#N)S(=O)(=O)c3ccccc32)c(OC)cc1Cl	-4.4	-1.9
CC(SC1=NN2CCCC(=O)N=C2S1)c1ccccc1 (stereo not given)	-9.0	-1.8
COc1ccc(C2CC(C(F)(F)F)n3nc(C(=O)Nc4cc(C)cc(C)c4)cc3N2)cc1OC (stereo not given)	17.0	1.3
CN(CC1(C)CCOCC1)S(=O)(=O)c1cn(C)cn1	-4.2	-0.3
Cc1ccc(C)c(CN2CCCC2c2c(C)noc2C)c1 (stereo not given)	-57.6	-1.4
CCCCN(CC)CCNC(=O)C1c2ccccc2C(=O)N(CCOC)C1c1ccc(F)cc1 (stereo not given)	7.0	-3.5
COc1ccc(NC(=O)CN2C(=O)C(c3ccc(C)cc3)=NC23CCCCC3)cc1	-0.6	-8.6
Cc1ccc(C(=O)N2CCC3(CC2)NC(=O)N(Cc2cccc(Cl)c2)C3=O)cc1F	25.5	-7.9
CC1CCCCN1C(=O)C1CC(=O)N(Cc2ccccc2F)C1 (stereo not given)	-1.3	-1.9
FC(F)(F)c1ccc(CSc2ncc(-c3ccc(Cl)cc3)o2)cc1	.	-3.9
O=C(CCCn1c2ccccc2c(=O)c2ccccc21)Nc1ccccc1F	-36.0	6.3
CC(C)N1C(=O)Cc2ccccc2C1C(=O)N1CCN(C2CCCCC2)CC1 (stereo not given)	-0.4	-0.2
O=C1NC2(CCN(C(=O)NCc3ccc(F)cc3)CC2)Nc2c(Cl)cccc21	9.6	-3.3
C=CCSc1[nH]c(=O)cc(C)c1C(N)=O	-5.4	-2.2
Cc1cccc(C(=O)Nc2ccc(OC(C)C)cc2)c1	-6.6	-2.7
CCC1CCCCN1C(=O)CCCOc1ccccc1 (stereo not given)	-10.4	-0.5
COC(=O)c1ccc(Oc2c(C)oc3cc(OCC(=O)c4ccc(OC)cc4)ccc3c2=O)cc1	0.1	0.7

Reformatted in markdown: part of the list above
| SMILES | mHTT-CaM PPI inh | Pf apPOL inh |
| --- | --- | --- |
| FC(F)(F)c1ccc(CSc2ncc(-c3ccc(Cl)cc3)o2)cc1 | . | -3.9 |
| CC1CCCCN1C(=O)C1CC(=O)N(Cc2ccccc2F)C1 (stereo not given) | -1.3 | -1.9 |

The list continues.
SMILES	mHTT-CaM PPI inh	Pf apPOL inh
CN1C(=O)C(O)(CC(=O)c2cccs2)c2ccccc21 (stereo not given)	-3.9	-1.2
O=C(NC1CC1)c1ccc2ncnc(N3CCCCC3)c2c1	-10.0	-1.6
CCOC(=O)c1cc2cc([N+](=O)[O-])ccc2[nH]1	.	-7.8
O=C(NCc1cccnc1)C(=O)Nc1nc(C23CC4CC(CC(C4)C2)C3)cs1	19.6	-0.4
O=C(O)c1ccc(-c2ccccc2F)o1	0.3	-9.2
CCOC(=O)c1cc(-c2ccnn2C(=O)c2ccccc2)on1	.	-7.0
Cc1cccc(NC(=O)c2ccc3c(c2SCCO)C(=O)c2ccccc2C3=O)c1	40.0	-3.0
O=C(CSc1nnnn1-c1ccccc1)Nc1ccc(Br)cc1	-3.0	1.3
N#CC1=C(N)N2CCN3C(N)=C(C#N)C1(c1ccccc1)C23c1ccccc1 (stereo not given)	21.0	5.9
Cc1nc(C)c(-c2nnc(NC(=O)CCOc3ccccc3)o2)s1	63.6*	-2.7
O=C(c1ccc(F)c(F)c1)N1CCC(n2c(-c3ccoc3)nc3cccnc32)C1 (stereo not given)	35.6	-2.6
COc1ccc2c(c1)OC(=Cc1ccc(C(C)C)cc1)C2=O	-6.1	-7.1
O=c1c2c(nc3n1CCCCC3)sc1c(O)c(Br)ccc12	-3.0&2.1	-9.6&0.1
CC(C)NC(=O)c1ccccc1OCC1CCN(C(=O)c2cccc(Cl)c2)CC1	16.5	15.3
CN(CCCNC(=O)Cn1c(=O)oc2ccccc21)Cc1ccccc1	-6.0	-1.9
CCOC(=O)N1CCN(C(=O)CN(c2ccccc2OC)S(=O)(=O)c2ccc(C)cc2)CC1	3.8	-8.3
COc1ccc(-c2noc(C3CCCN3C(=O)c3c(OC)cccc3OC)n2)cc1 (stereo not given)	2.9	-1.2
CCCCNC(=O)[C@@H]1CC=C[C@@H]2CCN(CCCC)C(=O)[C@@H]21	-6.0	1.3
CN(C)C(=O)Cc1ccc(NC(=O)Cc2cccs2)cc1	-4.4	-0.8
O=S(=O)(Nc1ccc(Nc2cc(-n3ccnc3)ncn2)cc1)c1ccccc1Cl	5.2	-3.0
Cc1ccnc(OCC(=O)Nc2ccc(Nc3cc(N(C)C)nc(C)n3)cc2)n1	16.3	-3.2
COC(=O)c1c(C)csc1NC(=O)CSCc1c(F)cccc1Cl	.	-3.7
COc1ccc2c(c1)c(CN1CCC(C(=O)NCc3ccccc3Cl)CC1)cn2C	18.5	-2.9
COc1ccc(C2C(C#N)=C(N)N(c3c(F)cccc3F)C3=C2C(=O)CCC3)cc1OC (stereo not given)	6.0	-2.8
CCOC(=O)N1CCC(NC(=O)c2cc(=O)c(OCc3ccc(F)cc3)cn2C)CC1	-19.4	-6.5
CC1CCN(CCC(=O)Nc2ccc3c(c2)CCC3)CC1	6.1	-11.9
O=C(CCCN1C(=O)c2cccnc2C1=O)Nc1ccc(Br)cc1	10.0	-45.8
COc1nc(OC)nc(N(c2ccccc2)c2ccccc2)n1	1.0	-3.8
CSc1ccc(C2C(C#N)=C(N)N(c3ncn[nH]3)C3=C2C(=O)CC(C)(C)C3)cc1 (stereo not given)	3.0	0.0
O=C(NCc1cccs1)C12CC3CC(CC(C3)C1)C2	.	-10.7&-9.6
N/C(=N\OC(=O)COc1ccccc1Cl)c1cccnc1	i	-7.3
O=C(NC1CC2CC1N(C(=O)c1ccoc1)C2)c1ccccc1 (stereo not given)	-1.7	-1.9
COc1nc(Nc2nc3ccccc3c(=O)[nH]2)nc2ccc(C)cc12	13.0	-3.0
COc1cccc(CNC(=O)Cn2c(C)nc3c(c2=O)CCN(Cc2ccccc2)C3)c1	-5.0	-7.6
CCC12CN3CC(CC)(CN(C1)C3c1ccc(F)cc1)C2=O (stereo not given)	-5.0	-0.6
CCCN(C)S(=O)(=O)c1cccc2c(N)cccc12	.	9.8

Next section; the last seven above are carried over.
SMILES	mHTT-CaM PPI inh	Pf apPOL inh
O=C(NCc1cccs1)C12CC3CC(CC(C3)C1)C2	.	-10.7&-9.6
N/C(=N\OC(=O)COc1ccccc1Cl)c1cccnc1	i	-7.3
O=C(NC1CC2CC1N(C(=O)c1ccoc1)C2)c1ccccc1 (stereo not given)	-1.7	-1.9
COc1nc(Nc2nc3ccccc3c(=O)[nH]2)nc2ccc(C)cc12	13.0	-3.0
COc1cccc(CNC(=O)Cn2c(C)nc3c(c2=O)CCN(Cc2ccccc2)C3)c1	-5.0	-7.6
CCC12CN3CC(CC)(CN(C1)C3c1ccc(F)cc1)C2=O (stereo not given)	-5.0	-0.6
CCCN(C)S(=O)(=O)c1cccc2c(N)cccc12	.	9.8
CC1Cc2ccccc2N1S(=O)(=O)c1cc(Br)cc2c1N(C(=O)C1CC1)CC2 (stereo not given)	4.0	1.3
O=C(Nc1c(F)cc(Br)cc1F)c1c(F)cccc1F	-3.0	-7.2
COc1ccccc1C(=O)Oc1ccc2c(c1)OC(=Cc1cc(OC)c(OC)c(OC)c1)C2=O	1.7	-3.6
CC(=O)/C(=C1/NC(C)(C)Cc2ccccc21)c1ccccc1	-0.3	-1.5
COc1ccc(-c2nc3c(c(=O)[nH]2)CCN(C(=O)Cc2ccc(OC)c(Cl)c2)C3)cc1	-6.9	3.3
O=C1CSc2nnc(-c3ccccc3)n21	.	-7.7
CCOc1ccc(CN2CCC(=O)NC2=O)cc1	-9.7	-7.0
Cn1c(=O)n(CC(=O)Nc2ccccc2C(F)(F)F)c(=O)c2ccccc21	-4.0	-4.5
COc1ccc(C(=O)Nc2cccc(SC)c2)cc1	-9.1	1.1
CCOC(=O)CNC(=O)NCCC1CCN(S(=O)(=O)c2ccc(C)cc2)CC1	31.4	-4.7
COc1ccc(N=Cc2c(C)c(C#N)c3[nH]c4ccccc4n3c2=O)c(OC)c1	-6.0&19.0	0.4&21.5
CCOc1ccc(-c2cc3n(n2)CCCN(C(=O)Cc2ccsc2)C3)cc1	25.6	-7.2

Entries from the list above with a COOH group:
SMILES	mHTT-CaM PPI inh	Pf apPOL inh
CC1(C(N)=O)CCC(C(=O)O)C1(C)C (stereo not given)	-3.7	-4.5
O=C(O)c1ccc(-c2ccccc2F)o1	0.3	-9.2

More structures
SMILES	mHTT-CaM PPI inh	Pf apPOL inh
CCc1nnc(SCC(=O)N2CCCc3ccccc32)nc1CC	3.0	3.7
CCCCN(CC)S(=O)(=O)c1ccc(C(=O)Nc2nnc(-c3ccccc3Cl)o2)cc1	5.0	-14.7
COc1ccc(-c2cn(Cc3ccc([N+](=O)[O-])cc3)nn2)cc1	1.7	-0.8
COc1ccc(Cl)cc1NC(=O)Cc1c(C(=O)O)[nH]c2ccc(Cl)cc12	18.0	-4.4
O=S(=O)(Nc1ccc(Br)cc1F)c1ccc2nc(-c3ccccc3)[nH]c2c1	-7.0	-4.0
CCOc1ccc(N=C2NC(=O)S/C2=C\c2ccc(OC)c(OC)c2)cc1	-3.0	0.4
CN(CCO)S(=O)(=O)c1ccc([N+](=O)[O-])cc1	-3.4	-9.0
N#CC1=C(O)SC(=N)C2=C(N)n3cccc3C12 (stereo not given)	27.1	.
CCOc1ccc2[nH]c(C)cc(=O)c2c1	3.1	-5.9
O=C(Nc1ccccc1)C1CCN(c2nccn3nc(-c4ccc(F)cc4)cc23)CC1	2.6	1.6
CC(CNC(=O)c1cc2n(n1)CCCN(Cc1ccc(Cl)cc1)C2=O)c1ccccc1 (stereo not given)	2.4	-4.6
CC(=O)N1c2c(cc(Br)cc2S(=O)(=O)Nc2ccc(F)c(F)c2)CC1C (stereo not given)	2.0	-3.6
O=S(NC1CC1)C12CC3CC(CC(C3)C1)C2 (stereo not given)	-3.2	.
CCC(=O)N(C)CC(=O)N1N=C(c2cccs2)CC1c1ccc(C)cc1 (stereo not given)	14.2	-2.0
Cc1cccc2nc3c(nc12)C(=O)c1ccccc1C3=O	1.6	-6.4
Cc1ccc(NC(=O)c2oc3ccc(Cl)cc3c2C)c([N+](=O)[O-])c1	-2.1	-17.4
O=S(=O)(Cc1ccc(Cl)cc1)Cc1nc(-c2ccsc2)no1	.	-8.0
Cc1cc(C)cc(NC(=O)Nc2nnc3ccccn23)c1	2.4	-4.6
CC(NC(=O)C12CC3CC(CC(C3)C1)C2)c1ccccc1 (stereo not given)	-1.7	6.8
CCOc1cc(-c2noc(-c3ncn4c3COC(c3ccc(OC)cc3)C4)n2)ccc1OC (stereo not given)	18.7	-8.2
CC(C)c1cc(C2CCCN2C(=O)Nc2ccccc2Cl)no1 (stereo not given)	-8.7	-6.9
Cc1cccn2c(=O)c3cc(S(=O)(=O)c4ccccc4)c(=N)n(C4CCCCC4)c3nc12	7.0	-1.7
Cc1ccc(-n2nc3c(c2NC(=O)CCC2CCCCC2)CS(=O)C3)cc1 (stereo not given)	9.0	-4.9
Cc1ccc(NS(=O)(=O)c2cccnc2)cc1C	-2.0	-4.2
O=[N+]([O-])c1ccc2sc(SCc3cn4ccsc4n3)nc2c1	10.0	0.1
O=C1OC(/C=C/c2cccc(Cl)c2Cl)=NC/1=C/c1ccccc1[N+](=O)[O-]	7.0	-4.1
Cc1noc2ncnc(NC(C)C)c12	-6.9	-2.7
Fc1cccc(Cl)c1C=Nc1cccc(-c2ncon2)c1	.	-6.9
Cc1ccc(C(=O)Nc2nnc(C3CC(=O)N(c4ccc(Cl)cc4)C3)o2)cc1 (stereo not given)	-2.2	-4.7
Cc1nn(-c2ccccc2)c(N2CCCCC2)c1C=O	-0.5	-1.3
Cc1ccc(CNC(=O)C2CCN(c3nc4ccc(-c5cncnc5)nc4s3)CC2)o1	5.4	0.2
CCn1cc(C(=O)NCCN2CCOCC2)c(=O)c2ccc(C)nc21	-4.0	-0.8
O=C(C1CCN(c2cc(N3CCCCC3)ncn2)CC1)N1CCN(c2ccccn2)CC1	12.4	-9.0
O=C(c1ccc2c(c1)OCO2)N1CCN(Cc2nnnn2-c2ccc(F)c(F)c2)CC1	-7.3	-10.5
O=C(NC1CCCCC1)c1cncc(-c2ccccc2F)c1	3.3	1.0
Cc1ccc(C(C)C)c(OCC(=O)Nc2ccc(C)cc2[N+](=O)[O-])c1	2.4	-1.5
O=S(=O)(Nc1ccc(F)c(Cl)c1)c1cccnc1	5.0	-1.9
CSC1=N/C(=C\c2ccccc2C)C(=O)S1	-4.0	-5.9
CC(C)n1c(CNS(=O)(=O)c2ccccc2F)nc2cccnc21	-0.3	-7.9
COCCNC(=O)CN(c1cc(C(F)(F)F)ccc1Cl)S(C)(=O)=O	-2.0	-0.5
Cc1ccc(NC(=O)C2CCC(C)(C(=O)O)C2(C)C)cc1 (stereo not given)	-9.4	-3.4
COc1ccc(Cl)cc1NC(=O)N1CC(c2noc(-c3ccncc3)n2)C1	6.2	-0.9
CC(C)CC(=O)Nc1ccc2c(c1)C(N1CCOCC1)=Nc1ccccc1O2	12.1	-2.6
COCc1noc2c1C(c1cccc(Br)c1)C(C#N)=C(N)N2 (stereo not given)	-3.0	4.0
O=C(O)c1cc([N+](=O)[O-])ccc1Sc1nnnn1-c1ccccc1	4.7	10.2
